Screening results (PubChem)
SF-1 act: SF-1 (human) activation | CHO-K1 Gal4-SF-1 LBD luciferase reporter; % increase over DMSO SF-1-specific signal | AID 522 | 65,000 tested, 1.9% active | activation, % at 10 µM;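 active = activation above the mean activation of all tested compounds plus 3 SD, cut at about 50% in these data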
Target sequence (Q13285 whole entry, looked up, the tested form may be a part): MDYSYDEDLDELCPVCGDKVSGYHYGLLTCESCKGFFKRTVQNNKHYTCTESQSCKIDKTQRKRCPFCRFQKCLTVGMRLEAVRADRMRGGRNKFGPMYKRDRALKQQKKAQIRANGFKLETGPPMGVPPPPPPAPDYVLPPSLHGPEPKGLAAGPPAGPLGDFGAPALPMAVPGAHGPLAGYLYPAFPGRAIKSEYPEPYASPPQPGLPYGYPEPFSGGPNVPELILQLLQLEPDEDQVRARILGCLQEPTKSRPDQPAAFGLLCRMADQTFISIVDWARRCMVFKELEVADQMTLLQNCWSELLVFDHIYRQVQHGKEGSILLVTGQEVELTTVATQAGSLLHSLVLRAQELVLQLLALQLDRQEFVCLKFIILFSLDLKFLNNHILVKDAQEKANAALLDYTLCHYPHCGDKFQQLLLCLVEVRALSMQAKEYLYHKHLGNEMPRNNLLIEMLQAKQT
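Assay system: CHO-K1 cells co-transfected with Gal4 DBD–human SF-1 LBD, 5xGal4 luciferase reporter / Input: 4,000 cells per well / Incubation: 20 h compound exposure at 37 °C after 1 h cell settling / Detection: SteadyLite luciferase luminescence / Control set: DMSO negative control and −SF1 background wells / Replication: one test per compound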
Hsp90 block: displaces geldanamycin probe from tumor Hsp90 | NCI-N417 lysate Hsp90, Cy3B-geldanamycin FP displacement | inhibition, % at 30 µM | 64,000 tested, 0.35% active;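 active = inhibition above 50%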;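 also: 0% = tracer plus lysate wells and 100% = tracer alone without lysate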
TNAP act mid DEA: human TNAP activation, intermediate phosphate acceptor; 64,000 tested, under 10 active; purified TNAP, CDP-star luminescence, 100 mM DEA, 30 min; hits give high values; scale: 0 levamisole-inhibited, 1 vehicle-only enzyme; P05186; activation factor at 20 µM;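 active = activation factor of at least 2 at 20 µM, relative to controls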
Target sequence (P05186 whole entry, looked up): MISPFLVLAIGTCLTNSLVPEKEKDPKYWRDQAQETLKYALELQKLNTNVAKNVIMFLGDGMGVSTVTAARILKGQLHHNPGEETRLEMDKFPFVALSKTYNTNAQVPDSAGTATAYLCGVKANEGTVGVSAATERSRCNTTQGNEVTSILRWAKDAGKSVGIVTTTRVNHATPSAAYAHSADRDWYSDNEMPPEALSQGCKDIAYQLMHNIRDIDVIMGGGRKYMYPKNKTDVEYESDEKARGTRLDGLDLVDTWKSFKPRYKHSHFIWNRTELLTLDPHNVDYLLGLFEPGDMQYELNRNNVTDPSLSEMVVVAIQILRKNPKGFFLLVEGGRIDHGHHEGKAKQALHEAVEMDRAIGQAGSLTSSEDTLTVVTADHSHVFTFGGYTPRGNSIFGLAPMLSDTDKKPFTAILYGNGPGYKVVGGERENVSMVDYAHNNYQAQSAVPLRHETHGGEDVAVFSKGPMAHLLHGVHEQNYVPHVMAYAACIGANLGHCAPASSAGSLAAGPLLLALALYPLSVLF
MKP-1 inh: inhibitors of human MKP-1 phosphatase | P28562 | 65,000 tested, 0.15% active | recombinant MKP-1, OMFP hydrolysis fluorescence | inhibition, %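 (compounds tested at a single concentration somewhere between 10 and 100 µM)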;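 active = inhibition above about 50%, limit read from the data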;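 also: 0% = DMSO max control wells and 100% = wells with enzyme stopped by NaOH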
FXIIa inh mix: factor XIIa (human) inhibition, mixture screen; P00748; purified FXIIa, fluorogenic substrate, pooled mixtures; inhibition, % at 5 µM; 62,000 tested, 0.2% active; AID 684; in the data active = inhibition above about 20%, passing the limit was not always enough;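 also: 0% = enzyme without compound and 100% = no enzyme blank; some results filed as inactive read as strong as hits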
D1 mod: allosterically modulates the human D1 dopamine receptor. 58,000 tested, 5.9% active. B-score at 10 µM. HEK293 D1, CRE-luciferase, dopamine EC30 potentiation; actives deviate in either direction;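 active = luminescence count or its row- and column-corrected plate score outside the 99.7% band of the plate's sample wells, on either side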
Cdc25B inh: human M-phase inducer phosphatase 2 inhibition | recombinant Cdc25B, OMFP fluorescence Ex485/Em525 | inhibition, %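 (compounds tested at 10 µM final in the well)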 | 65,000 tested, 0.1% active; in the data active = inhibition above about 50%
RORA act: activators of human nuclear receptor RORA; CHO-K1 Gal4-RORA LBD luciferase reporter, luminescence; percent increase over mock-subtracted basal signal; activation, % at 10 µM; 65,000 tested, 1.5% active; AID 560;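 active = activation above the mean of all tested compounds plus 3 SD, cut at about 49% in these data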;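 also: 0% = DMSO-treated RORA cells and 100% = added signal equal to DMSO minus mock-transfected cells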
Her2 expr inh: lowers expression of human Her2 kinase | P04626 | SKBR-3 HER2 protein level, AlphaScreen, 18-24 h; hits give low values | HER2 level % of control, % at 10 µM | 65,000 tested, 0.69% active | AID 645;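 active = HER2 level under 5% of the carrier-only control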;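 also: 100% = DMSO carrier and 0% = 500 nM PU-H71 HSP90 inhibitor; lower value means stronger loss of Her2 protein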
* = called active by the depositor; . = no result given.

SMILES | SF-1 act | Hsp90 block | TNAP act mid DEA | MKP-1 inh | FXIIa inh mix | D1 mod | Cdc25B inh | RORA act | Her2 expr inh
CCS(=O)(=O)N1CCN(C(C)CCc2ccccc2)CC1 (configuration not stated) | 6 | -4 | 1 | 4 | 7 | 0.021 | -6 | -10 | 94
COc1ccc(CN2C(=O)[C@@H]3C(c4ccccc4Cl)=NO[C@@H]3C2=O)cc1 | 0 | -5 | 1 | -11 | 7 | 0.24 | 4 | -2 | 85
COc1cc2c(C(=O)N3CCN(c4ccccc4)CC3)c(C)oc2cc1Br | 0 | -3 | 0.9 | -13 | . | 1.9 | 20 | -5 | 59
COC(=O)c1[nH]c(C)c(/C(O)=C2\C(=O)C(=O)N(CCN3CCOCC3)C2c2cccnc2)c1C (configuration not stated) | 2 | -3 | 0.9 | -16 | . | . | -24 | 1 | 101
CC(=O)c1c(C)nc(-c2ccc3c(c2)OCO3)n1O | -9 | 2 | 0.9 | 21 | 5 | 0.3 | -1 | 11 | 78
COCC(=O)Nc1ccc(C(N)=O)cc1 | -11 | -3 | 0.9 | 8 | 3 | 0.03 | -7 | -7 | 74
O=C1CCCC2=C1C(c1cccc(Br)c1)n1nc(-c3ccco3)nc1N2 (configuration not stated) | 8 | -3 | 0.9 | 3 | -9 | 1.6 | -9 | 16 | 118
Cc1ccc(S(=O)(=O)NCCSc2nnnn2-c2cc(C)ccc2C)cc1 | 15 | -2 | 0.8 | -3 | 8 | -0.71 | -31 | -4 | 102
c1ccc(CCc2ccccc2-c2nc(-c3cccnc3)no2)cc1 | -19 | -9 | 1 | 10 | 2 | -0.0099 | -37 | -8 | 86
CCOc1ccc(OCC)c(NC(=O)C2CCN(S(=O)(=O)c3cnc[nH]3)CC2)c1 | 8 | 4 | 0.9 | -7 | -16 | -0.24 | -1 | -20 | 139
Cc1cccc2sc(NC(=O)Cn3cccc3)nc12 | 10 | -1 | 0.8 | -11 | 8 | -1.7 | -7 | -3 | 106
O=C(OCC(=O)N1CCN(c2ccccc2)CC1)C1=COCCO1 | 3 | 1 | 0.9 | 12 | 10 | 0.48 | 3 | 10 | 120
CN1CCN(CC(=O)Nc2nc(-c3ccccc3)cs2)CC1 | 21 | -1 | 0.9 | -24 | . | . | 8 | -5 | 98
CCCCNS(=O)(=O)c1ccc(OC)c2ncccc12 | -1 | -4 | 0.8 | -7 | 3 | 0.52 | 5 | -4 | 38
Nn1c(-c2ccccn2)nnc1-c1ccccn1 | 16 | 1 | 1 | -4 | 0 | -0.23 | -3 | 20 | 104
CCCCSc1nc2c(cc1C#N)CCC2 | -2 | -5 | 0.9 | -6 | 4 | 2.1 | -10 | 2 | 90
O=c1c2ccccc2nc(SCc2nnc(-c3ccccc3)o2)n1-c1ccc(F)cc1F | -14 | -2 | 0.9 | 35 | -24 | -0.32 | 0 | -21 | 88
Cc1ccc(N2C(=O)CC(NCc3ccc4c(c3)OCO4)C2=O)cc1Cl (configuration not stated) | 7 | 2 | 0.9 | 16 | 1 | 0.36 | -14 | -10 | 88
CCOC(=O)c1cccc(S(=O)(=O)N(CCO)Cc2cc3cc(OC)ccc3[nH]c2=O)c1 | -6 | -3 | 0.9 | -2 | 9 | -0.1 | 4 | -12 | 117
ONC(=Nc1ccccc1)C(=Nc1ccccc1)NO | -7 | 9 | 1 | -10 | . | . | -26 | 13 | 80
CC(=O)Nc1cccc(NC(=O)CSc2nnc(Cc3cccn3C)n2-c2ccc(C)cc2)c1 | 2 | -5 | 1 | 26 | -6 | -0.035 | -13 | -10 | 88
Cc1ccc(-c2nc(=S)c3c(n2Cc2ccco2)CC(C)(C)OC3)cc1 | 1 | . | 1 | -10 | -18 | . | -10 | -12 | 97
O=C(Cn1c(C(=O)N2CCc3ccccc3C2)cc2sccc21)c1ccccc1 | -13 | -9 | 0.8 | -21 | 1 | 0.16 | -11 | -10 | 99
Cc1cc(CNC(=O)c2cc(Br)ccc2Cl)nn1C | -17 | 6 | 0.9 | 7 | 3 | -0.53 | 0 | -19 | 101
Cc1nnc(NC2CCCCC2)[nH]c1=O | 7 | -4 | 0.9 | -6 | 3 | -0.0088 | -21 | -1 | 173
O=C1c2cccnc2C(Nc2ccc(S(=O)(=O)N3CCCCCC3)cc2)N1Cc1ccccc1 (configuration not stated) | 0 | -5 | 0.9 | 51* | 4 | 0.0097 | -5 | -10 | 94
N#CC1=C(N)Oc2c(oc(CO)cc2=O)C1c1ccsc1 (configuration not stated) | 4 | -1 | 0.9 | -13 | 10 | . | -8 | -14 | 87
CN(C)CCC(=O)c1ccc(Cl)cc1 | -5 | 1 | 1 | 8 | 4 | -0.48 | 4 | -15 | 88
C=C(C)c1cccc(C(C)(C)NC(=O)N2CCN(c3ncccn3)CC2)c1 | -16 | 1 | . | -3 | . | 0.25 | -5 | -10 | 75
CCN1CCN(C(=O)Cn2ncc3c2-c2ccccc2OC3)CC1 | -9 | 1 | 1 | -3 | 10 | -0.11 | -5 | -5 | 56
Cn1c(C(=O)N2CCCC(C(=O)NCCN3CCOCC3)C2)cc2sccc21 (configuration not stated) | 9 | -4 | 0.9 | 2 | 3 | . | -8 | -18 | 97
COc1ccc(N2C(=O)CCC(C(=O)N3CCCCC3)C2c2ccc(OC)c(OC)c2)cc1 (configuration not stated) | -1 | -8 | 1 | 4 | 7 | 0.039 | 2 | 1 | .
COc1ccc(-n2c(=O)cc(N3CCN(Cc4ccccc4)CC3)[nH]c2=O)cc1 | -2 | -1 | 0.9 | -4 | 5 | -0.18 | 0 | -12 | 81
CCOc1nc(OCC)nc(-n2cc(-c3ccccc3)nn2)n1 | -28 | -2 | 0.9 | -22 | 1 | -0.35 | -6 | -18 | 91
O=C(Nc1ccc2c(c1)OCCO2)C1CCCN(S(=O)(=O)c2cccs2)C1 (configuration not stated) | -3 | -4 | 0.9 | 13 | 4 | -1.5 | 2 | -5 | 83
Cc1nnc(NC(=O)c2ccc(S(=O)(=O)N3CCCCCC3)cc2)o1 | -13 | 1 | 0.8 | -22 | -14 | -0.068 | -2 | -1 | 76

Part of the list above, limited to RORA act and MKP-1 inh:
SMILES	RORA act	MKP-1 inh
CN(C)CCC(=O)c1ccc(Cl)cc1	-15	8
C=C(C)c1cccc(C(C)(C)NC(=O)N2CCN(c3ncccn3)CC2)c1	-10	-3

Ordered by molecular weight (low to high): 3 of the compounds above.
SMILES | SF-1 act | Hsp90 block | TNAP act mid DEA | MKP-1 inh | FXIIa inh mix | D1 mod | Cdc25B inh | RORA act | Her2 expr inh
CCN1CCN(C(=O)Cn2ncc3c2-c2ccccc2OC3)CC1 | -9 | 1 | 1 | -3 | 10 | -0.11 | -5 | -5 | 56
Cn1c(C(=O)N2CCCC(C(=O)NCCN3CCOCC3)C2)cc2sccc21 (configuration not stated) | 9 | -4 | 0.9 | 2 | 3 | . | -8 | -18 | 97
COc1ccc(N2C(=O)CCC(C(=O)N3CCCCC3)C2c2ccc(OC)c(OC)c2)cc1 (configuration not stated) | -1 | -8 | 1 | 4 | 7 | 0.039 | 2 | 1 | .

Next entries follow:
SMILES | SF-1 act | Hsp90 block | TNAP act mid DEA | MKP-1 inh | FXIIa inh mix | D1 mod | Cdc25B inh | RORA act | Her2 expr inh
Cc1cc(NCCN2CCOCC2)n2nc(C)c(-c3ccc(Cl)cc3)c2n1 | 3 | 4 | 0.9 | 26 | -26 | 1.5 | 8 | -3 | 91
O=C(c1cn(-c2ccccc2)nc1-c1ccc(Cl)s1)N1CCOCC1 | 1 | -6 | 0.9 | 20 | 4 | 0.39 | -7 | 10 | 90
CC(=O)c1cc(C#N)c(SCC(=O)C(C)(C)C)nc1C | 57* | -6 | 0.8 | -11 | . | 4 | -19 | 21 | 67
CCOC(=O)Cc1csc(NC(=O)c2ccc(S(=O)(=O)N3CCCC3)cc2)n1 | -2 | 7 | 1 | 6 | 1 | 0.084 | -5 | -5 | 127
O=C(COC(=O)c1cc(=O)[nH]c2ccccc12)NC(=O)NC1CCCCC1 | -2 | -2 | 0.9 | -5 | -1 | -0.39 | -10 | -18 | 70
Cc1nc2ccc(S(=O)(=O)N(C)CC(=O)N3CCc4ccccc4C3)cc2s1 | 3 | -6 | 0.9 | -4 | 0 | 0.71 | 0 | -12 | 97
Cc1ccc2c(CSc3nnc(C4CC4)n3N)cc(=O)oc2c1C | 16 | -2 | 1.1 | 21 | 2 | -1.5 | 3 | -3 | 113
Cc1ccc(C(=O)Nc2nncs2)cc1S(=O)(=O)N1CCOCC1 | 1 | -4 | 0.9 | -16 | 2 | 0.76 | -5 | -20 | 75
COc1cc(-c2nnc(CSc3nnc4nc(C)cc(C)n34)o2)cc(OC)c1OC | -15 | -1 | 1 | 5 | 1 | -0.62 | 8 | 26 | 71
COC(=O)C(C)Sc1nc2c(c(=O)[nH]c(=O)n2C)n1CCCc1ccccc1 (configuration not stated) | -13 | 1 | 0.8 | 15 | 1 | 4.7* | -11 | 5 | 99
COc1ccc(Nc2cc(C)nc(N3CCOCC3)n2)cc1 | 10 | 3 | 0.9 | -13 | -9 | 3.6* | -4 | -1 | 88
COc1ccc(C(=O)N2CCN(c3nnnn3-c3ccccc3)CC2)cc1OC | 17 | 4 | 0.9 | 13 | -17 | . | 11 | 5 | 106
O=C(NCc1ccco1)c1ccccc1NC(=O)C1CC(=O)N(c2ccc(Cl)cc2)C1 (configuration not stated) | -2 | -1 | 0.9 | 5 | 5 | -0.2 | -12 | -2 | .
O=C(CCN1CCCCC1)Nc1ccc(Br)cc1 | 6 | -2 | 1 | 0 | 3 | -0.71 | -9 | -2 | 94
CC(C)=CC(=O)N1CCCc2ccccc21 | -19 | -1 | 0.9 | -4 | 1 | 1.6 | 3 | -17 | 109
Cc1nnc(C)c2c(C)n(Cc3ccc4c(c3)OCO4)c(C)c12 | 1 | 2 | 1 | -15 | 11 | -0.98 | 5 | -29 | 114
Cc1nn(-c2ccccc2)cc1/C=N/O | 6 | 2 | 1 | -6 | 4 | 4.3* | 3 | -2 | 102
O=C(OCCO)c1cc(Cl)c(C(=O)OCCO)cc1Cl | 8 | -1 | 0.9 | 9 | 4 | . | 6 | 0 | 93
CC(=O)N1CCN(c2ccc(NCc3ccc(C)s3)cc2)CC1 | 7 | 24 | 0.9 | -7 | -21 | -0.12 | -21 | 4 | 89
CN1CCN(S(=O)(=O)c2ccc(NC(=O)C3CCCO3)cc2)CC1 (configuration not stated) | 1 | -14 | 0.9 | -2 | 0 | 0.08 | -7 | -12 | 70
COc1ccc(-n2nnc3c(=O)n(C/C=C/c4ccccc4)cnc32)cc1 | 18 | -5 | 0.8 | 12 | -16 | -0.91 | -9 | 2 | 48
COc1ccc(CNC(=O)C(OC(C)=O)c2ccccn2)cc1 (configuration not stated) | -1 | -1 | 1 | 6 | 8 | 0.13 | 1 | 1 | 117
O=C(COc1ccc(S(=O)(=O)N2CCc3ccccc32)cc1Cl)NCc1ccccn1 | 15 | -24 | 0.9 | 12 | 5 | 0.28 | -14 | -6 | 116
O=C(NCCN1C(=O)C2C3C=CC(C3)C2C1=O)Nc1ccccc1O (configuration not stated) | 6 | 1 | 0.9 | -5 | -1 | -0.37 | 1 | -3 | 109
Cc1onc(-c2ccccc2)c1C(N)=O | -7 | 2 | 0.8 | -7 | -2 | 0.22 | 4 | -20 | 98
Cc1ccc(-n2c(C)cc(C(=O)OCC(=O)N(C)C3CCS(=O)(=O)C3)c2C)cc1 (configuration not stated) | 8 | . | 0.9 | 1 | 10 | 0.13 | -10 | -2 | .
Cc1ccc(S(=O)(=O)N2CCOCC(=O)NCCOCCNC(=O)COCC2)cc1 | -6 | 2 | 0.9 | -2 | -4 | -0.12 | 8 | -2 | 86
O=C(Oc1ccc(Cl)c2cccnc12)N1CCCCC1 | 32 | -1 | 0.9 | 22 | 11 | -0.59 | 2 | 37 | 88
